High-throughput results as filed in PubChem.
ssDAF-12 act: S. stercoralis DAF-12 nuclear receptor activators, primary screen, cell-based, luminescence, HEK293, GRIP1 co-expression, lit1-tk-luc. Nuclear hormone receptor DAF-12 (Strongyloides stercoralis). AID 652126, 2013. activation, % at 6.8 µM. HEK293 ssDAF-12/GRIP1 lit1-tk-luc reporter; % of 3 µM dafachronic acid response. actives 1% (n = 370,000);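 active = activation above the mean over all tested compounds plus 3 SD, cut at about 0.9% in these data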;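 also: 0% = DMSO-only wells and 100% = 3 µM delta7-dafachronic acid wells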
PLCg1 inh: PLC-gamma1 enzyme inhibitors, primary screen, biochemical, fluorescence, purified enzyme | fluorogenic substrate | 1-phosphatidylinositol 4,5-bisphosphate phosphodiesterase gamma-1 (Homo sapiens), P19174 | AID 720700, 2013 | actives 0.84% (n = 370,000) | inhibition, % at 12.2 µM; in the data active = inhibition above about 9.5%
MBD2 DNA inh: inhibitors of MBD2 binding to methylated DNA, primary screen, biochemical, TR-FRET, DNA-binding domain, human; Methyl-CpG-binding domain protein 2 (Homo sapiens), Q9UBB5; MBD2 binding to methylated oligonucleotide; inhibition, % at 4.4 µM; actives 0.31% (n = 370,000); in the data active = inhibition above about 13%
Target sequence (Q9UBB5 whole entry, looked up, the tested form may be a part): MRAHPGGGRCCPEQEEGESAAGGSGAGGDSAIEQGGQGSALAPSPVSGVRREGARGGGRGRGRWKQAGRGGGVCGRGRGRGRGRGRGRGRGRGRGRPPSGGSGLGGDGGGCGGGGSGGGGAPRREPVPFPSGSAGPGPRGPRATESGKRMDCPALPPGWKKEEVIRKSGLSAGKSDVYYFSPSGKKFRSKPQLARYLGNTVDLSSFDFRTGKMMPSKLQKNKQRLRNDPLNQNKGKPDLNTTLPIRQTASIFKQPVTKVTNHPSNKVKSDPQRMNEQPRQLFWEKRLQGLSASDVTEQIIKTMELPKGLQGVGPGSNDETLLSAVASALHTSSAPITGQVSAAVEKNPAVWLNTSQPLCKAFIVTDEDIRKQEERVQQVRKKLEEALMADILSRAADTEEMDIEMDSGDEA
PLC-beta3 inh: human PLC-beta3 inhibitors, primary screen, biochemical, fluorescence; AID 720704, 2013; 1-phosphatidylinositol 4,5-bisphosphate phosphodiesterase beta-3 (Homo sapiens), Q01970; Purified PLC-beta3, fluorogenic substrate; inhibition, % at 12.2 µM; actives 0.18% (n = 370,000); in the data active = inhibition above about 11%;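 also: 0% = median of compound wells on plate and 100% = full blocker control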
hgDAF12 agonist: H. glycines DAF-12 receptor agonists, primary screen, cell-based, luminescence, HEK293, GAL4 fusion, UAS-luciferase | HEK293 GAL4-hgDAF12 UAS-luciferase reporter, agonist luminescence; normalized to butyrate control | activation, % at 6.8 µM | actives 1.8% (n = 370,000);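 active = activation above a cutoff set at the mean of all screened compounds plus 3 SD, cut at about 10% in these data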;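 also: 0% = DMSO wells and 100% = sodium butyrate wells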
SMARCA2 activ: SMARCA2 (BRM) function activators, primary screen, cell-based, luminescence, high throughput | MG213 cells, MMTV-luciferase reporter, dexamethasone, overnight | activation, % at 9.1 µM | actives 1% (n = 370,000) | AID 652017, 2013; in the data active = activation above about 7.8%;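 also: 0% = vehicle wells and 100% = reference activator wells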
NR1D1 modulator: modulators of Rev-erb alpha DNA binding, primary screen, biochemical, FITC-DNA, fluorescence polarization, uHTS; AID 1259318, 2017; actives 0.79% (n = 370,000); Nuclear receptor subfamily 1 group D member 1 (Homo sapiens), P20393; activity, % at 10 µM; Rev-erbα–FITC-DNA binding, 90 min;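 active = activity above about 14%, limit read from the data; passing the limit was not always enough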;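 also: 0% = DMSO wells with 35 nM protein and 100% = DMSO wells with 750 nM protein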
DAX1 inh-1: DAX1 (NR0B1) inhibitors, primary screen, cell-based, HEK293, Gal4-DAX1, luciferase luminescence; Nuclear receptor subfamily 0 group B member 1 (Homo sapiens), P51843; HEK293 Gal4-DAX1 luciferase reporter; inhibition, % at 6.75 µM; actives 0.99% (n = 340,000); AID 504766, 2011;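 active = inhibition above the mean over all tested compounds plus 3 SD, cut at about 4.2% in these data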;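 also: 0% = DAX1-transfected cells with DMSO and 100% = empty-vector control cells with DMSO; inhibition shows as a rise in luminescence from relieved DAX1 repression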
ADAM17 inh: ADAM17 inhibitors, primary screen, biochemical, QFRET. recombinant ADAM17, EDANS/DABCYL FRET peptide cleavage. inhibition, % at 6.95 µM. actives 0.83% (n = 370,000);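 active = inhibition above the mean of compounds lying between control limits plus 3 SD, set per campaign, cut at about 8.5% in these data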;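 also: 0% = DMSO-only wells as the low control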
Target sequence (P78536 215-824 limits assumed): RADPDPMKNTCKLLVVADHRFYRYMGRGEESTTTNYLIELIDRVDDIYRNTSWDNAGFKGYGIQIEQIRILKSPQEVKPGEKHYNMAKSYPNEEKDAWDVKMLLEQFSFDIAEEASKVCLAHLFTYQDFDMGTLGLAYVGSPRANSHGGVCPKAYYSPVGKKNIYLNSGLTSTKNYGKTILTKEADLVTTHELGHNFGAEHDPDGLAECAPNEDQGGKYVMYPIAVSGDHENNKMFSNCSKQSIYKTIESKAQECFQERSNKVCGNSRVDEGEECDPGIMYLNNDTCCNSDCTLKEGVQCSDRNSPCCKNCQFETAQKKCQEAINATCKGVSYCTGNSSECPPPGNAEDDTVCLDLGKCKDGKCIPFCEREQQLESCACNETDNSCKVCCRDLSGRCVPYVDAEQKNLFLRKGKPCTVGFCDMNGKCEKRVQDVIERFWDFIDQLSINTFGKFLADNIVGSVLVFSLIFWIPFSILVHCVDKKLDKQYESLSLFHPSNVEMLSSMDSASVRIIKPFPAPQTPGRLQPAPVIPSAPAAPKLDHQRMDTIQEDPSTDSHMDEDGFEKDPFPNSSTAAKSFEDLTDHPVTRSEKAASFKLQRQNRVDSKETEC
hcDAF-12 act: H. contortus DAF-12 nuclear receptor activators, primary screen, cell-based, luminescence, HEK293, lit1-tk-luc reporter; HEK293 hcDAF-12 lit1-tk-luc reporter; 0% DMSO, 100% Δ7-dafachronic acid; activation, % at 6.8 µM; actives 1.4% (n = 370,000); AID 652067, 2013;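 active = activation above the mean of all tested compounds plus 3 SD, cut at about 5.5% in these data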;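 also: 100% = response to 3 µM Δ7-dafachronic acid high control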
DAX1 inh-2: DAX1 (NR0B1) inhibitors on StAR promoter, primary screen, cell-based, luminescence, SF-1 (NR5A1), full-length DAX-1; HEK293T StAR-luciferase reporter, SF-1/DAX-1 repression relief; inhibition, % at 6.8 µM; actives 1.1% (n = 370,000); AID 652010, 2013;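 active = inhibition above the mean over all tested compounds plus 3 SD, cut at about 3.6% in these data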;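 also: 0% = DAX-1 cells with DMSO and 100% = cells lacking DAX-1 with DMSO; higher inhibition means more luminescence from relief of DAX-1 repression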
Active calls of the source: *; . = no result given.

Under each structure – ssDAF-12 act	PLCg1 inh	MBD2 DNA inh	PLC-beta3 inh	hgDAF12 agonist	SMARCA2 activ	NR1D1 modulator	DAX1 inh-1	ADAM17 inh	hcDAF-12 act	DAX1 inh-2
> COc1ccc(S(=O)(=O)N(C)C[C@H]2Oc3ccc(NS(=O)(=O)c4c(C)noc4C)cc3C(=O)N([C@H](C)CO)C[C@@H]2C)cc1
  -1.3	-2.2	0.3	-2.7	-1.0	2.6	3.5	-0.8	-5.8	0.3	0.2
> Cc1ccc(C(=O)N2CCCC(Nc3ccc(F)cc3)C2)cc1C (stereo not drawn)
  -0.7	0.4	3.8	-12.8	-2.2	0.5	0.1	0.7	-0.5	-0.9	-1.4
> COc1ccc(C(=O)NCCSCc2ccc(C)cc2)cc1
  -1.4	1.1	1.3	0.2	-0.9	0.2	3.8	0.0	0.5	-1.1	-0.3
> Cc1ccccc1S(=O)(=O)N1C[C@H]2CON(C)[C@H]2C[C@H]1c1cccc(-c2ccc(C#N)cc2)c1
  -1.6	3.0	-4.5	1.5	0.7	0.0	2.7	-1.3	1.0	-2.0	-1.0
> CCc1ccccc1NC(=O)CN(c1ccc(OC)cc1OC)S(=O)(=O)c1ccccc1[N+](=O)[O-]
  -0.6	-3.0	2.5	3.5	-3.3	0.2	-1.3	5.4*	4.1	-1.1	0.7
> CC(C)CNC(=O)c1ccc2c(c1)C(=O)N(C1CCCCC1)C2=O
  -1.4	-1.7	0.5	-2.7	-1.1	0.7	8.7	-2.3	-4.2	-1.3	-0.7
> Cc1ccc(OC(=O)CCS(=O)(=O)c2ccc(C)cc2)cc1
  -0.7	1.6	-1.1	-1.9	-1.9	-2.5	-2.8	-0.5	1.0	-1.3	1.1
> O=C(Cc1ccc(F)cc1)Nc1ccc(Cl)cn1
  -1.4	2.9	-5.8	-0.9	1.4	4.6	4.3	3.3	1.4	-1.5	0.6
> O=C1CCC(C(=O)N(c2ccccc2)C2(C(=O)NC3CCCCC3)CCCCC2)N1 (stereo not drawn)
  -1.5	-1.1	-4.7	2.0	-0.5	-1.6	-6.9	0.4	-4.1	-0.6	-0.5
> COc1ccc(-c2[nH]ncc2CN(C)Cc2cnccn2)c(OC)c1
  -0.9	-2.1	4.0	-5.3	2.7	-1.6	-0.8	-0.3	-7.2	-0.6	0.2
> N#Cc1ccc(OCC(=O)Nc2nc(-c3ccncc3)cs2)cc1
  -0.7	-10.0	2.5	-12.9	-0.3	1.4	-5.3	-0.7	-1.1	-1.3	0.1
> O=C(CCNC(=O)c1ccccc1)Nc1ccc(F)c(Cl)c1
  -1.4	0.5	7.3	-0.1	-3.4	-3.4	0.2	-1.1	-1.2	-2.5	-0.1
> COc1ccc(C)cc1NC(=O)CSc1ccc(Cl)cc1
  -1.8	0.5	0.7	-1.7	-2.5	-0.3	-3.8	-1.3	1.6	-0.9	-1.2
> O=C1CN(C(=O)COc2ccc(Br)cc2Br)c2ccccc2N1
  -1.8	4.3	-2.4	-4.2	0.4	0.5	-0.3	0.5	0.7	1.1	0.1
> CC(=O)Oc1c(Cl)c(N2CCOCC2)c(OC(C)=O)c2ccccc12
  -0.4	-2.9	2.9	-4.6	8.2	5.0	4.9	2.2	-3.0	1.6	1.1
> O=C(Cc1ccccc1)NCc1n[nH]c(=S)n1-c1ccc(Br)cc1
  -1.4	1.9	-1.9	-1.5	-2.1	-1.3	3.6	-0.3	-3.4	-0.4	0.3
> Cc1ccc(NC(=O)c2ccc(OC(=O)c3ccco3)cc2)cc1
  -1.1	1.3	2.9	-0.1	6.0	0.3	-1.7	0.9	-2.1	1.2	1.0
> O=C(c1cc(S(=O)(=O)N2CCOCC2)ccc1F)N1CCN(Cc2ccccc2)CC1
  -1.7	1.0	-1.0	1.5	-1.6	-2.1	2.1	0.7	-3.0	-2.0	-0.2
> COc1ccc(CNC(=O)C[C@H]2C(=O)N(Cc3ccccc3)C[C@@H]2Cc2ccccc2)cc1
  -1.5	1.1	4.6	-1.4	-4.6	-1.2	0.5	-1.1	-2.5	-3.2	-0.3
> S=C1SCN(CC2CC2)CN1CC1CC1
  -0.8	0.8	3.9	-7.7	0.6	-4.5	0.7	-2.9	-3.7	-2.3	0.1
> COc1ccc(S(=O)(=O)N2CCC(C(=O)NCC3CCCO3)CC2)cc1Cl (stereo not drawn)
  -0.6	-1.3	0.3	-5.9	-0.7	-0.6	-3.7	0.7	-2.0	0.8	-0.2
> CC(=O)c1ccc(NC(=O)N[C@@H](Cc2ccccc2)C(=O)O)cc1
  -1.5	0.6	0.0	4.0	1.5	-1.0	3.3	-0.6	0.5	-1.4	0.0
> COc1ccc(C2/C=C\CN(C(=O)Nc3ccccc3)CC(=O)N2Cc2ccc(F)cc2)cc1 (stereo not drawn)
  -1.4	0.5	3.2	-1.7	-1.5	0.0	-4.7	0.5	-5.7	-1.6	-0.4
> Cc1ccc(NC(=O)CSc2ccc3c(c2)OCCO3)c(O)c1
  -1.1	-1.2	9.2	-10.6	-4.4	-4.5	1.9	-1.8	-0.3	-2.4	-3.5
> CCOC(=O)N1CCC(NC(=O)c2cc(C(=O)NCC(OC)OC)ccc2CO)CC1
  -1.1	-2.3	-2.4	1.2	0.5	-2.1	0.1	-0.4	-0.1	-0.3	1.1
> Cc1cc2nc(C3CCCN(C(=S)Nc4ccccc4C)C3)[nH]c2cc1C (stereo not drawn)
  -2.4	-0.2	6.0	2.9	-9.0	-5.2	-5.5	-2.8	-1.0	-3.7	-1.0
> Cc1ccsc1C1C(C#N)=C(N)Oc2n[nH]c(C)c21 (stereo not drawn)
  -1.6	-2.5	4.4	-10.2	-0.6	-1.3	-0.3	-0.5	-3.6	0.8	-0.1
> Nc1nonc1C(=O)N/N=C/c1ccc(-c2ccc(Cl)c(C(=O)O)c2)o1
  -1.1	-25.0	0.5	-32.1	0.4	-2.2	-0.7	3.1	-4.0	0.0	0.2
> COc1ccc(Br)cc1CN1CCN(C(=O)c2ccc(F)cc2)CC1
  -1.1	1.4	-0.7	2.8	-1.9	-1.1	2.9	-1.9	0.3	0.1	-0.4
> CCCCN(CC)C(=O)CSc1nc2c(sc(=S)n2-c2ccc(OCC)cc2)c(=O)[nH]1
  -1.4	2.5	-1.5	-3.6	0.6	0.9	4.0	2.9	-1.9	-0.7	0.9
> CCOc1cc(NC(=S)NCCCN2CCOCC2)c(OCC)cc1NC(=O)c1ccccc1C
  -0.6	-2.2	4.3	-2.0	-0.6	-0.8	0.8	2.2	-3.1	-0.9	0.6
> O=[N+]([O-])c1ccc(N2CCN(c3ccccc3)CC2)nc1
  -1.0	1.1	4.5	-3.5	-2.5	3.8	-0.3	-1.7	-1.0	-0.1	0.5
> Cn1c(N)c(C(=O)Nc2ccccc2)c(=O)[nH]c1=O
  -1.5	0.3	2.2	1.7	-0.7	-0.9	-5.9	.	1.3	-1.8	0.6
> Cc1cccc(N(C(=O)c2snc(C(N)=O)c2N)C(C(=O)NCC2CCCO2)c2cccs2)c1 (stereo not drawn)
  -2.1	-81.1	-3.4	-131.1	-1.5	-1.9	10.4	-1.5	-60.9	-0.9	-0.6
> CCOC(=O)CN1C(=O)N[C@@H](c2cccc(F)c2)C(C(C)=O)=C1C
  -1.2	0.2	-1.8	6.3	-1.4	-1.0	-2.8	0.6	5.3	-1.8	-0.1
> CC(=O)N1CCc2c(sc(NC(=O)CS(=O)(=O)c3ccc(F)cc3)c2C#N)C1
  -1.0	2.6	-1.6	0.3	-1.2	3.2	5.9	0.2	6.8	0.7	-1.4
> COc1ccc(Br)cc1/C=N/NC(=O)c1ccc(COc2ccc3c(c2)CCC3)o1
  -0.9	-4.5	2.4	-1.1	2.3	1.2	0.3	1.6	-3.0	0.8	-0.2
> CCOC(=O)C1(C(=O)OCC)NC(=O)CC1CC(C)C (stereo not drawn)
  -0.9	1.3	5.2	4.6	0.5	-6.8	7.8	3.5	-0.2	-1.1	-0.3
> O=S(=O)(/C=C/c1ccccc1)N1CCN(Cc2ccccc2)CC1
  -0.8	2.6	2.3	0.8	0.5	2.7	8.1	-0.1	2.1	-0.1	-0.6
> O=C(NCc1cccs1)c1cc(S(=O)(=O)N2CCOCC2)ccc1N1CCCC1
  -0.4	-3.2	2.8	-9.2	2.3	-1.8	6.7	-0.1	-8.6	-1.1	0.4

Structures listed so far that contain two or more sulfur atoms (6):
Under each structure – ssDAF-12 act	PLCg1 inh	MBD2 DNA inh	PLC-beta3 inh	hgDAF12 agonist	SMARCA2 activ	NR1D1 modulator	DAX1 inh-1	ADAM17 inh	hcDAF-12 act	DAX1 inh-2
> COc1ccc(S(=O)(=O)N(C)C[C@H]2Oc3ccc(NS(=O)(=O)c4c(C)noc4C)cc3C(=O)N([C@H](C)CO)C[C@@H]2C)cc1
  -1.3	-2.2	0.3	-2.7	-1.0	2.6	3.5	-0.8	-5.8	0.3	0.2
> S=C1SCN(CC2CC2)CN1CC1CC1
  -0.8	0.8	3.9	-7.7	0.6	-4.5	0.7	-2.9	-3.7	-2.3	0.1
> CCCCN(CC)C(=O)CSc1nc2c(sc(=S)n2-c2ccc(OCC)cc2)c(=O)[nH]1
  -1.4	2.5	-1.5	-3.6	0.6	0.9	4.0	2.9	-1.9	-0.7	0.9
> Cc1cccc(N(C(=O)c2snc(C(N)=O)c2N)C(C(=O)NCC2CCCO2)c2cccs2)c1 (stereo not drawn)
  -2.1	-81.1	-3.4	-131.1	-1.5	-1.9	10.4	-1.5	-60.9	-0.9	-0.6
> CC(=O)N1CCc2c(sc(NC(=O)CS(=O)(=O)c3ccc(F)cc3)c2C#N)C1
  -1.0	2.6	-1.6	0.3	-1.2	3.2	5.9	0.2	6.8	0.7	-1.4
> O=C(NCc1cccs1)c1cc(S(=O)(=O)N2CCOCC2)ccc1N1CCCC1
  -0.4	-3.2	2.8	-9.2	2.3	-1.8	6.7	-0.1	-8.6	-1.1	0.4
